Screens: PubChem BioAssay, The Scripps Research Institute Molecular Screening Center
GSTO1 counter – GSTO1 inhibition, counter-screen for RBBP9 inhibitors. inhibition, % at 5.96 µM. recombinant GSTO1, activity-based probe fluorescence polarization. AID 1974. hit rate 1.1% among 300,000. P78417;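 active means inhibition above the campaign mean inhibition plus 3 SD, cut at about 35% in these data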;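 further: 0% = GSTO1-1 with DMSO and 100% = wells lacking GSTO1-1 enzyme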
Target sequence (P78417 whole entry, looked up): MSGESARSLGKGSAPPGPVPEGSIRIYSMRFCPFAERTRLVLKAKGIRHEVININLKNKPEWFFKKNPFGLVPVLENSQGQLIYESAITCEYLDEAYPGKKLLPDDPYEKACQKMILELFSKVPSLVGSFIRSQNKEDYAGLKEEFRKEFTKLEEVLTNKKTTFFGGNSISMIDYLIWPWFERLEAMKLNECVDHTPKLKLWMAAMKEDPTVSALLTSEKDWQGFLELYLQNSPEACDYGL
EBNA-1 inhibitor – blocks EBNA-1 binding to DNA. EBNA-1 DNA binding, fluorescence polarization. hit rate 0.34% among 300,000. AID 1950. inhibition, % at 14.8 µM; in the data active means inhibition above about 28%
PAFAH2 inh – inhibitors of human PAFAH2. Q99487. recombinant PAFAH2, FP-rhodamine activity probe, fluorescence polarization. inhibition, % at 3.39 µM. hit rate 0.99% among 340,000. AID 492956;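 active means inhibition above the mean over all tested compounds plus 3 SD, cut at about 30% in these data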;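 further: inhibitors block probe labeling of enzyme so polarization drops; 0% = enzyme with DMSO and 100% = wells lacking PAFAH2 protein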
PAFAH1B3 inh – inhibitors of human PAFAH1B3 | Q15102 | recombinant PAFAH1B3, FP-rhodamine probe, fluorescence polarization | inhibition, % at 3.39 µM | hit rate 0.28% among 340,000;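 active means inhibition above the screen-wide average of all tested compounds plus 3 SD, cut at about 25% in these data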;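 further: 0% = enzyme with DMSO only and 100% = wells lacking PAFAH1B3 protein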
LYPLA2 counter – blocks human lysophospholipase 2, a PME1 counter-screen; O95372; recombinant LYPLA2, FP-Rh probe fluorescence polarization; inhibition, % at 5.9 µM; hit rate 0.38% among 320,000; AID 2177;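 active means inhibition above the screen-wide mean plus 3 SD, limit set per campaign, cut at about 26% in these data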;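 further: 0% = LYPLA2 with DMSO and 100% = wells lacking LYPLA2 enzyme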
Target sequence (O95372 whole entry, looked up): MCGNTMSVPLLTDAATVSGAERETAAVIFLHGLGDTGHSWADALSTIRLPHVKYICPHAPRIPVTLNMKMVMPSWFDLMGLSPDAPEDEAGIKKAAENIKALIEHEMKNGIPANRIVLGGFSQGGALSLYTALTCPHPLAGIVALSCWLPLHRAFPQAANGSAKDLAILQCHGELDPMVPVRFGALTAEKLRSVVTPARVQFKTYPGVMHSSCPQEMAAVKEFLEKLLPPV
ZTA counter – ZTA (EBV) inhibition in EBNA-1 counter-screen; P03206; ZTA-DNA binding, fluorescence polarization; inhibition, % at 11 µM; hit rate 0.15% among 320,000; AID 2234; in the data active means inhibition above about 33%
Target sequence (P03206 whole entry, looked up): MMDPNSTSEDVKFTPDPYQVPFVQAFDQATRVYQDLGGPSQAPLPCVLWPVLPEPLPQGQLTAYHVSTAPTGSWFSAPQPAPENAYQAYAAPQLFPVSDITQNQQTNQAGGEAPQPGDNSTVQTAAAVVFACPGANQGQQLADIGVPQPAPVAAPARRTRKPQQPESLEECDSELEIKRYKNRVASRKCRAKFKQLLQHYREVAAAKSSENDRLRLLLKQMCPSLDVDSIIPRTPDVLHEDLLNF
PAD4 inh – inhibitors of human PAD4 | Q9UM07 | recombinant PAD4, RCA probe fluorescence polarization | inhibition, % at 6.36 µM | hit rate 0.41% among 330,000;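 active means percent inhibition above a cutoff equal to the mean of all tested compounds plus 3 SD, cut at about 15% in these data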;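 further: 0% = PAD4 with RCA probe and DMSO and 100% = probe without PAD4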
PREPL inh – inhibitors of human prolyl oligopeptidase-like enzyme PREPL | hit rate 0.68% among 320,000 | inhibition, % at 5.96 µM | recombinant PREPL, fluorescence polarization activity-based probe | Q4J6C6 | AID 2751; in the data active means inhibition above about 43%;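 further: 0% = enzyme with DMSO and 100% = wells lacking enzyme; many of its hits are not listed in these tables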
LYPLA1 counter – blocks human lysophospholipase 1, a PME1 counter-screen. hit rate 0.16% among 320,000. inhibition, % at 5.9 µM. recombinant LYPLA1, FP-Rh probe fluorescence polarization. AID 2174;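 active means inhibition above the mean of all tested compounds plus 3 SD, set per campaign, cut at about 14% in these data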;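 further: inhibitors block serine hydrolase probe labeling of LYPLA1 so polarization falls; 0% = enzyme with DMSO and 100% = wells lacking LYPLA1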
Target sequence (O75608 whole entry, looked up): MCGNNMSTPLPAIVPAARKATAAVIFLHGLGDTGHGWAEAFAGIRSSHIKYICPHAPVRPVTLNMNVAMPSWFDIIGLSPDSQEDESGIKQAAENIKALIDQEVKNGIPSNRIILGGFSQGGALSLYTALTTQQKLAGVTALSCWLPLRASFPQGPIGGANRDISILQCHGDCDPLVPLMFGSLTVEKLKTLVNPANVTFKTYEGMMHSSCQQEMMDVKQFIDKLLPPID
Starred values were filed as active, the others as inactive; . = no result given.

SMILES	GSTO1 counter	EBNA-1 inhibitor	PAFAH2 inh	PAFAH1B3 inh	LYPLA2 counter	ZTA counter	PAD4 inh	PREPL inh	LYPLA1 counter
C=CCNC(=O)c1onc(CSc2ccc(F)cc2)c1C(=O)NCCOC	4.5	-2.3	-7.9	5.0	0.6	8.9	0.9	1.6	-0.3
Cc1cc(C)c(C(=O)N2CCCC(CNS(=O)(=O)c3cccs3)C2)o1 (stereo not drawn)	11.9	-3.0	-5.0	5.8	4.1	-4.0	-0.8	0.0	-0.7
COc1ccc(CNC(=O)c2ccc3nccnc3c2)cc1	6.0	1.3	-0.5	0.0	8.5	-26.1	-0.6	8.8	4.5
CC(C)(C)c1ccc(OCCC(=O)Nc2cccc(S(=O)(=O)N3CCCC3)c2)cc1	-4.2	-1.5	-21.7	-2.2	-44.8	-13.6	0.9	11.3	-19.0
COc1ccccc1C(=O)N/C(=C\c1ccc(Br)cc1)C(=O)NCCO	-1.2	-14.6	6.0	11.3	2.6	-3.5	-4.6	-11.2	1.5
CC(=O)c1cc2c(cc1NC(=O)CCc1ccccc1)OCO2	2.1	-5.4	0.3	-0.6	5.8	-17.1	0.9	3.7	6.6
CCOc1cccc2sc(=NC(=O)CCS(=O)(=O)c3ccc(F)cc3)n(C)c12	-0.9	3.3	4.2	1.9	4.4	-11.1	6.3	6.6	-1.1
Cc1cc(NC(=O)c2ccc(S(=O)(=O)N(C)C)cc2)n(-c2ccccn2)n1	2.0	7.2	4.3	13.3	-2.1	2.2	-0.2	-9.7	-2.2
O=C(O)C1CCCN1S(=O)(=O)c1ccc(Cl)c(Cl)c1 (stereo not drawn)	0.7	4.8	11.3	9.0	-1.3	9.6	-0.2	10.4	0.5
Cc1ccc(N(CC(=O)NCCc2ccccc2)C(=O)c2csnn2)cc1	3.0	4.6	14.2	5.3	4.5	-3.5	3.2	3.5	4.1
NC(=O)CSc1nccn1Cc1ccc2c(c1)OCO2	-1.7	1.0	1.1	12.2	1.3	-11.5	3.5	18.0	1.7
Cc1cc(=O)oc2cc(OCC(=O)OCC(=O)Nc3ccccc3F)ccc12	-3.8	-21.4	1.7	-3.9	-11.9	3.1	-4.8	2.8	-4.0
COc1ccc(N2CCN(C(=O)Cn3cnc4c(cnn4-c4ccc(C)cc4)c3=O)CC2)cc1	6.9	9.3	4.2	-4.5	1.7	-0.6	0.4	16.5	-0.6
Cc1ccc(S(=O)(=O)N2CCOCC2)cc1C(=O)NC1CCCC1	2.1	6.1	-0.5	4.0	4.4	-11.8	0.8	1.3	-1.0
COC(=O)c1scc2c(=O)cc(C(F)(F)F)[nH]c12	4.4	11.3	-6.7	-3.1	3.6	-3.9	0.1	-0.5	-1.9
O=C(OCC(=O)N1CCCC1=O)c1ccc(F)c(S(=O)(=O)N2CCOCC2)c1	-9.1	-1.9	1.4	-5.3	0.3	6.7	-3.0	7.4	4.3
COc1ccc(-c2nn(-c3ccccc3)cc2/C=N/NC(=O)c2ccc3c(c2)OCO3)cc1	-5.5	-8.0	.	.	-77.8	-15.3	-1.6	-14.0	-41.6
O=C(Nc1cc2c3c(c1)CC(=O)N3CCC2)c1ccccc1Br	12.7	10.2	3.1	4.1	1.1	10.1	-3.3	10.5	1.8
Cc1nc2ncnn2c(N2CCCC(C(=O)Nc3ccc4c(c3)CCC4)C2)c1C (stereo not drawn)	-1.7	-1.7	-1.4	2.6	9.1	5.4	-2.1	34.4	-1.8
CCOC(=O)C1CCN(S(=O)(=O)c2c(C(=O)N3CCCCC3)c(C)n(C)c2C)CC1	4.3	10.5	1.4	4.3	5.5	16.4	1.4	8.1	2.6
CCn1c(SCC(=O)C(C)(C)C)nnc1-c1cnccn1	29.6	-5.5	-0.7	-7.8	-0.3	2.2	-0.2	5.6	1.3
O=C(NC1CCCCCC1)c1ccc(OCC2CCCO2)cc1 (stereo not drawn)	5.4	-1.0	-15.2	0.1	2.4	-13.3	-11.4	15.9	-1.5
FC(F)(F)COc1nc(OCC(F)(F)F)nc(N2CCN(c3ccccc3)CC2)n1	4.9	3.4	1.0	13.2	0.8	20.3	-1.5	10.9	0.2
CC/C(=N\NC(=O)c1c(-c2ccccc2)noc1C)c1ccc(C)o1	2.1	-0.5	-7.6	3.3	9.6	-12.3	-5.0	15.2	-3.0
O=c1c2c([N+](=O)[O-])cc([N+](=O)[O-])cc2sn1Cc1ccccc1	-3.4	-1.9	2.1	10.9	4.4	7.1	0.9	17.3	-3.9
Cc1[nH]c2ccccc2c1-c1nc(N)sc1C	4.1	5.3	-8.1	11.4	0.0	13.0	-2.8	18.5	0.3
Clc1cccc(-c2cc3nc4c(c(N5CCOCC5)n3n2)CCCC4)c1	6.2	-5.2	-0.4	2.8	-1.7	-2.3	6.9	23.7	-0.4
Cc1cccc(N(C)S(=O)(=O)c2ccc(-c3cnc(C4CC4)o3)cc2)c1	1.5	-7.8	8.5	-1.4	-0.5	12.4	0.4	-27.4	0.5
COc1ccc(NC(=O)CCCCC#Cc2ccccc2)cc1	4.7	4.7	-5.5	18.7	0.5	-5.2	-2.5	10.2	1.7
CC(=O)c1c(C)nn(C(=O)N2CCOCC2)c1C	1.0	-13.7	3.0	1.3	-5.1	-9.1	-5.5	-5.1	-1.6
O=C(NNS(=O)(=O)c1ccccc1[N+](=O)[O-])c1ccc(O)cc1	7.8	2.5	11.3	7.4	1.1	-2.8	0.6	-2.0	2.0
O=C(CCCn1c(=O)[nH]c2ccccc2c1=O)NCCSCc1ccccc1	1.4	1.5	-4.7	11.3	-1.9	13.3	-7.1	-11.0	0.0
COC(=O)c1cc(NC(=O)C2CCCN(S(=O)(=O)c3c(C)n[nH]c3C)C2)cc(C(=O)OC)c1 (stereo not drawn)	-6.5	27.6*	.	.	0.2	-8.8	4.5	-8.9	-3.4
COc1cc(C(=O)N/N=C/c2coc3ccccc3c2=O)cc(OC)c1OC	23.1	3.2	0.6	6.0	-0.9	-11.3	2.3	9.3	3.2
O=C(NCCCN1CCN(CCCNC(=O)c2ccccc2F)CC1)c1ccccc1F	7.8	0.3	-8.4	4.0	2.0	-2.0	-9.5	8.1	-1.6
Cc1cc(NC(=O)CCC(=O)N(CCC(C)C)C(C(=O)NC2CCCC2)c2ccccc2C)no1 (stereo not drawn)	-0.8	3.0	4.9	9.4	-0.5	1.6	-5.7	15.8	5.6
CCOc1ccc(NS(=O)(=O)c2ccc(C(=O)NCCCN3CCOCC3)cc2)cc1	25.8	-1.2	-4.5	11.6	10.6	-5.7	0.5	14.7	1.7
COC(=O)CCC(=O)OC1(C)C(=O)C=C2C=C(C3CC3)N(CCc3c[nH]c4ccccc34)C=C2C1=O (stereo not drawn)	27.7	7.1	2.4	5.8	5.0	-10.4	11.4	63.3*	2.8
NC(=S)NN=C1C2CC3CC(C2)CC1C3	-0.2	-12.3	-4.7	7.7	-12.5	5.3	3.3	7.9	-3.8
O=C(COc1cccc(C(F)(F)F)c1)NCC(c1cccs1)N1CCOCC1 (stereo not drawn)	.	.	2.1	4.2	-3.5	-4.9	0.0	2.4	-2.5

Retrieved by structure from the entries so far (four):
SMILES	GSTO1 counter	EBNA-1 inhibitor	PAFAH2 inh	PAFAH1B3 inh	LYPLA2 counter	ZTA counter	PAD4 inh	PREPL inh	LYPLA1 counter
CC/C(=N\NC(=O)c1c(-c2ccccc2)noc1C)c1ccc(C)o1	2.1	-0.5	-7.6	3.3	9.6	-12.3	-5.0	15.2	-3.0
COc1ccc(-c2nn(-c3ccccc3)cc2/C=N/NC(=O)c2ccc3c(c2)OCO3)cc1	-5.5	-8.0	.	.	-77.8	-15.3	-1.6	-14.0	-41.6
O=C(NC1CCCCCC1)c1ccc(OCC2CCCO2)cc1 (stereo not drawn)	5.4	-1.0	-15.2	0.1	2.4	-13.3	-11.4	15.9	-1.5
O=C(NCCCN1CCN(CCCNC(=O)c2ccccc2F)CC1)c1ccccc1F	7.8	0.3	-8.4	4.0	2.0	-2.0	-9.5	8.1	-1.6

The listing picks up with the 5 entries that preceded the break.
SMILES	GSTO1 counter	EBNA-1 inhibitor	PAFAH2 inh	PAFAH1B3 inh	LYPLA2 counter	ZTA counter	PAD4 inh	PREPL inh	LYPLA1 counter
Cc1cc(NC(=O)CCC(=O)N(CCC(C)C)C(C(=O)NC2CCCC2)c2ccccc2C)no1 (stereo not drawn)	-0.8	3.0	4.9	9.4	-0.5	1.6	-5.7	15.8	5.6
CCOc1ccc(NS(=O)(=O)c2ccc(C(=O)NCCCN3CCOCC3)cc2)cc1	25.8	-1.2	-4.5	11.6	10.6	-5.7	0.5	14.7	1.7
COC(=O)CCC(=O)OC1(C)C(=O)C=C2C=C(C3CC3)N(CCc3c[nH]c4ccccc34)C=C2C1=O (stereo not drawn)	27.7	7.1	2.4	5.8	5.0	-10.4	11.4	63.3*	2.8
NC(=S)NN=C1C2CC3CC(C2)CC1C3	-0.2	-12.3	-4.7	7.7	-12.5	5.3	3.3	7.9	-3.8
O=C(COc1cccc(C(F)(F)F)c1)NCC(c1cccs1)N1CCOCC1 (stereo not drawn)	.	.	2.1	4.2	-3.5	-4.9	0.0	2.4	-2.5
CCc1ccc2oc(C(=O)Nc3nonc3CC)c(C)c2c1	-1.7	-1.5	-7.1	0.4	8.5	4.6	-2.4	-0.1	4.9
O=C(c1ccccc1)c1ccccc1N/C=C/c1nnnn1-c1ccccc1	-14.2	0.5	-7.6	9.7	-4.9	-0.3	0.7	6.3	-4.1
O=C(/C=C/c1ccccc1Cl)NNC(=O)c1cccs1	5.8	-7.8	-2.4	2.5	7.7	1.3	-4.0	3.7	-6.2
CCOC(=O)C1(Cc2cccc(Cl)c2)CCCN(C(=O)CCN2CCCC2=O)C1 (stereo not drawn)	3.0	9.7	-3.1	3.8	5.8	-7.3	-1.2	-0.2	1.4
COc1ccc(CCNC(=S)Nc2ccc(OC)cc2)cc1	-0.3	-3.0	-1.6	2.0	-4.0	-6.0	1.4	3.1	1.4
COc1ccc(/C=C2\SC(=O)N(CCNC(=O)C3CC(=O)N(c4ccccc4)C3)C2=O)cc1 (stereo not drawn)	3.4	6.8	-1.5	0.8	7.7	2.2	2.6	-4.3	-0.1
Cc1ccc(S(=O)(=O)N2CCC(NC(=O)c3cccc(C)c3)CC2)cc1	5.3	1.7	1.9	3.3	5.7	0.8	2.6	9.5	-0.6
O=C(CSc1nncs1)NCCCc1ccccc1	7.6	-12.2	-0.4	6.5	-7.0	2.8	-0.1	-3.9	-2.7
CCOc1ccccc1CN1CCN(CCCc2ccccc2)CC1CCO (stereo not drawn)	-3.7	-2.8	-2.3	3.1	-1.2	8.7	-6.8	8.4	0.2
CC(C)OCC(O)CSc1ccccn1 (stereo not drawn)	2.5	4.4	8.2	8.2	0.2	-1.4	4.2	1.1	-1.9
Cc1ccc(NC(=O)CN(C)S(=O)(=O)c2ccc3c(c2)n(C)c(=O)c(=O)n3C)c(C)c1	-7.2	1.3	0.3	2.1	6.2	-1.9	-2.7	11.9	3.9
Cc1ccccc1NS(=O)(=O)c1ccc(OCC(=O)NCC2CCCO2)cc1 (stereo not drawn)	-0.7	3.3	5.6	5.8	1.8	-7.6	-5.3	4.7	-3.1

Not all compounds are listed (hit frequency here may not be typical).
